Compound activity: PubChem, several laboratories
West Nile virus CPE: West Nile virus antiviral activity, cell-based, CPE readout (AID 1621); one-dose CPE inhibition, % at 10 µM; IC50 in µM for titrated hits; hit rate 0.02% among 290,000; West Nile virus-infected cells, CPE inhibition; higher % means a stronger effect; in the data active = a potency from the dose series; inconclusive = CPE inhibition mostly from about 3.7% at the one dose, without a potency; inactive = the rest, 99 in 100 with CPE inhibition below about 2.2%; also: strong numbers were not always called active
AID2073: inhibitors of Mint1-CaV2.2 protein interaction, biochemical, HTRF (AID 2073); Voltage-dependent N-type calcium channel subunit alpha-1B (Homo sapiens); HTRF protein-protein interaction, Mint1-CaV2.2; higher % means a stronger effect; one-dose inhibition, % at 20 µM; IC50 in µM for titrated hits; hit rate 0.19% among 290,000; in the data active = inhibition mostly above about 51%, no sharp cut-off; inconclusive = no clear call, values can overlap the other calls; inactive = mostly below about 53%; also: some results filed as inactive read as strong as hits
NTR1 ag: agonists of NTR1, primary screen, imaging, U2OS cells, beta-arrestin-GFP, high content (AID 493036); Neurotensin receptor type 1 (Homo sapiens), P30989; NTR1-U2OS beta-arrestin-GFP spot imaging, agonist mode; activation, % at 20 µM; hit rate 0.17% among 330,000;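 active = activation at or above 40% of the spot to cytoplasm intensity ratio, with at least 20 cells analyzed; inconclusive = wells under 20 cells, flagged as cytotoxic or low count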;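 also: 0% = DMSO without peptide and 100% = 100 nM NTR1 peptide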
Target sequence (P30989 whole entry, looked up): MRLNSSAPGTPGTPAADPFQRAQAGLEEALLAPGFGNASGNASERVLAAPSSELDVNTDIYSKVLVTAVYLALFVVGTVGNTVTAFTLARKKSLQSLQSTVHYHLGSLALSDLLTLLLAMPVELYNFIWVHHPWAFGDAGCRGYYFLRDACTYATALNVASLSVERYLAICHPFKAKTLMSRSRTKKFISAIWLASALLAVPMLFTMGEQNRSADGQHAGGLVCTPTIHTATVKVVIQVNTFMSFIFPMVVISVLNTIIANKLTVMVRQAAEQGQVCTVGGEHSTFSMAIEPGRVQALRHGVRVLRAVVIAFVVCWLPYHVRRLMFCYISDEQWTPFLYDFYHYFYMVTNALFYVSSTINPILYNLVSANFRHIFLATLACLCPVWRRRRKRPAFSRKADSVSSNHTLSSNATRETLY
UTI89 phage lysis: inhibition of K1F phage lysis, E. coli UTI89, bacterial capsule biogenesis inhibitors, alamar blue (AID 488966) | E. coli UTI89 K1F phage lysis, alamar blue, 2 h; higher % means a stronger effect | hit rate 0.02% among 340,000 | inhibition, % at 100 µM; hits with a dose series show IC50 in µM;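 active = phage lysis inhibition, versus mean bacterial control, above a set limit; inconclusive = no clear call, values can overlap the other calls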;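 also: capsule biogenesis inhibitors block K1F phage lysis so surviving cells raise fluorescence; higher fluorescence means more inhibition of phage lysis; actives were called in the ten point dose series up to 300 µM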
Dengue-2 NS5 capping: Dengue-2 NS5 methyltransferase inhibitors, primary screen, biochemical, confirmation dose response (AID 588689) | Dengue-2 NS5 methyltransferase capping enzyme assay, biochemical; higher % means a stronger effect | inhibition, % at 25 µM, or IC50 in µM where a hit was titrated | hit rate 0.3% among 340,000; in the data active = a potency from the dose series; inconclusive = inhibition above about 29% without an active follow-up result
RSV antiviral HEp-2: RSV antiviral activity via CPE protection, HEp-2 cells, primary 10 µM value included (AID 2391) | HEp-2 cells, RSV-induced CPE inhibition; higher % means a stronger effect | CPE inhibition, % at 10 µM, or IC50 in µM where a hit was titrated | hit rate 0.13% among 310,000; in the data active = a potency from the dose series; inconclusive = CPE inhibition mostly from about 23% at the one dose, without a potency; inactive = the rest, 99 in 100 with CPE inhibition below about 21%; also: strong numbers were not always called active
Rac1 GTP hydrolysis: MgcRacGAP GTPase-activating activity inhibitors, confirmation, biochemical, ADP Hunter fluorescence; Rac GTPase-activating protein 1 (Homo sapiens); MgcRacGAP-stimulated Rac1 GTP hydrolysis, ADP Hunter fluorescence; higher % means a stronger effect; GST-tagged Rac1 F28L mutant substrate; inhibition, % at 30 µM; hits with a dose series show IC50 in µM; hit rate 0.6% among 340,000; AID 624330, 2012;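 active = first-screen hits whose inhibition reached a set limit at any dose in the follow-up dose series; inconclusive = inhibition above the set first-screen limit but never retested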;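 also: fluorescence reports GDP produced by GAP-driven GTP hydrolysis; strong numbers were not always called active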
Large T inhibition: SV40 large T antigen inhibitors, biochemical (AID 1903) | SV40 large T antigen ATPase/helicase inhibition assay; higher % means a stronger effect | one-dose inhibition, % at 20 µM; IC50 in µM for titrated hits | hit rate 0.39% among 310,000; in the data active = a potency from the dose series; inconclusive = inhibition mostly from about 32% at the one dose, without a potency; inactive = the rest, 99 in 100 with inhibition below about 32%; also: strong numbers were not always called active
Siah-1 displacement: Siah-1 peptide-binding antagonists, primary screen, biochemical, fluorescence polarization, rhodamine-plectin, uHTS (AID 1817); displacement, % at 20 µM, or IC50 in µM where a hit was titrated; hit rate 0.02% among 290,000; Siah-1 / rhodamine-plectin peptide fluorescence polarization; higher % means a stronger effect; E3 ubiquitin-protein ligase SIAH1 (Homo sapiens);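 active = displacement of at least 50% at 20 µM, with a fluorescence ratio check between 0.3 and a set limit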;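 also: plate controls were Siah plus tracer with DMSO for no effect and tracer alone without Siah for full effect; strong numbers were not always called active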
NTR1 ag cell count 20 µM: second read-out of NTR1 ag, no call of its own (marks repeat the call); cell count; measured here: cell count, cytotoxicity flag
Starred values were filed as active, the others as inactive; i = inactive; ? = inconclusive; / = not tested or not shown; [ ] = another dose, or the depositor's remark.

SMILES	West Nile virus CPE	AID2073	NTR1 ag	NTR1 ag cell count 20 µM	UTI89 phage lysis	Dengue-2 NS5 capping	RSV antiviral HEp-2	Rac1 GTP hydrolysis	Large T inhibition	Siah-1 displacement
O=C1c2cccc3cccc(c23)C(=O)N1CCN1CCN(C(=S)Nc2ccc(Cl)cc2)CC1	-0.8%	-14%	0.8	62	1.8%	-1%	9.0%	11%	0%	8%
CC(C)(O)C#Cc1ccc(CN2CCN(C3CCCCC3)C(CCO)C2)s1 (stereo unspecified)	-0.1%	1%	1.1	75	0.5%	/	-0.5%	4%	21%	1%
O=C(CCc1nc(-c2ccccc2)no1)NCCc1ccccc1	-0.9%	-2%	0.0	77	1.0%	-2%	1.0%	6%	9%	2%
COc1ccc(-c2noc(=O)n2Cc2cc(C)ccc2C)cc1	-0.5%	37%	0.1	34	0.1%	-6%	2.0%	0%	8%	-1%
O=c1cnnc(Nc2ccc(Nc3ccccc3)cc2)[nH]1	0.9%	-27%	-1.2	33	0.3%	-10%	-0.4%	25%	38%	-2%
CCOC(=O)c1cccc(NC(=O)C(C)N2C(=O)c3ccccc3C2=O)c1 (stereo unspecified)	0.1%	-3%	0.0	48	0.7%	-6%	1.4%	7%	8%	0%
Cn1c(SCc2ccon2)nc2ccccc2c1=O	-0.2%	-13%	-0.5	35	6.2%	-1%	1.0%	3%	-1%	-2%
COc1cc2c(cc1OC)C(C)N(C(=O)c1cc(C)on1)CC2 (stereo unspecified)	1.5%	4%	3.5	55	1.8%[50 µM]	3%	0.8%	5%	21%	5%
C=CCNC(=S)Nc1ccc(OC(F)F)c(Cl)c1	-0.6%	1%	1.1	46	/	/	6.4%	/	3%	8%
Cc1ccc(NCc2ccccc2O)cc1C	0.5%	6%	2.4	30	0.3%	/	3.2%	118µM*	14%	4%
CCCCN(C(=S)Nc1cccc(SC)c1)C1CCN(C(C)=O)CC1	1.4%	-4%	-0.1	47	0.1%[50 µM]	-6%	8.0%	7%	5%	-3%
Cc1ccccc1OCC(=O)NNC(=S)NC(=O)c1ccccc1[N+](=O)[O-]	-0.5%	-16%	0.7	49	7.4%	-9%	-0.6%	13%	9%	-2%

2 entries from above, reformatted:
Results follow in this order: West Nile virus CPE	AID2073	NTR1 ag	NTR1 ag cell count 20 µM	UTI89 phage lysis	Dengue-2 NS5 capping	RSV antiviral HEp-2	Rac1 GTP hydrolysis	Large T inhibition	Siah-1 displacement
- COc1cc2c(cc1OC)C(C)N(C(=O)c1cc(C)on1)CC2 (stereo unspecified)
→ 1.5%	4%	3.5	55	1.8%[50 µM]	3%	0.8%	5%	21%	5%
- C=CCNC(=S)Nc1ccc(OC(F)F)c(Cl)c1
→ -0.6%	1%	1.1	46	/	/	6.4%	/	3%	8%

Single values from the entries so far.
For Dengue-2 NS5 capping, CCOC(=O)c1cccc(NC(=O)C(C)N2C(=O)c3ccccc3C2=O)c1 (stereo unspecified) is listed with -6%
For Rac1 GTP hydrolysis, Cc1ccc(NCc2ccccc2O)cc1C is listed with 118µM*
For Siah-1 displacement, O=C(CCc1nc(-c2ccccc2)no1)NCCc1ccccc1 is listed with 2%

Next section:
SMILES	West Nile virus CPE	AID2073	NTR1 ag	NTR1 ag cell count 20 µM	UTI89 phage lysis	Dengue-2 NS5 capping	RSV antiviral HEp-2	Rac1 GTP hydrolysis	Large T inhibition	Siah-1 displacement
O=C1CC(NS(=O)(=O)c2cccnc2)CN1c1ccccc1 (stereo unspecified)	/	/	0.2	66	-0.3%	0%	3.9%	-2%	6%	/
Cn1cccc1CNCC(O)c1ccccc1 (stereo unspecified)	-0.8%	5%	-0.7	55	-0.3%	0%	-2.5%	-5%	14%	4%
CS(=O)(=O)c1ccc(Cl)c(NC(=O)Cc2ccsc2)c1	0.0%	1%	-0.9	70	1.2%[50 µM]	-1%	0.2%	5%	21%	-3%
O=S(=O)(/N=C(\Sc1ccccc1)c1ccccc1)c1ccc(Cl)cc1	0.3%	6%	11	43	-2.3%	-7%	-0.3%	-1%	19%	6%
COc1ccc(-c2cc(CNS(=O)(=O)c3cc(OC)ccc3OC)on2)cc1	-0.6%	-4%	0.7	54	1.0%[50 µM]	-2%	2.3%	5%	8%	-5%
CCNC(=S)N1CCc2cc(OC)c(OC)cc2C1COc1ccc(OC)cc1 (stereo unspecified)	-0.1%	-19%	0.4	54	0.1%	-4%	1.7%	1%	9%	-2%
C=CCn1c(=O)c2ccccc2n2c(SCC(=O)NC)nnc12	-0.3%	7%	1.8	85	0.1%	-5%	-0.7%	-1%	7%	9%
O=C1CC(c2ccc(Cl)cc2)n2nc(NS(=O)(=O)c3ccc(F)cc3)nc2N1 (stereo unspecified)	0.3%	0%	-1.7	30	0.6%	5%	2.2%	7%	0%	-2%
Cc1c(-c2nc(-c3ccc(C(F)(F)F)cc3)no2)n(C)oc1=O	0.6%	7%	0.1	49	/	/	3.2%	/	13%	-2%
CC1=C(C(=O)NC2CC(C)(C)Cc3c2cnn3-c2cccc(F)c2)OCCO1 (stereo unspecified)	0.3%	5%	0.8	50	0.2%	-4%	-0.4%	-3%	8%	-2%
O=C(COc1ccc(Cl)cc1)N1CCCCC1	-0.6%	-6%	-2.6	49	1.1%	2%	-0.2%	6%	12%	-3%
CCC(C)(CC(=O)O)CC(=O)Nc1cc(C(F)(F)F)cc(C(F)(F)F)c1 (stereo unspecified)	0.2%	6%	0.7	59	-0.8%	9%	2.3%	-10%	11%	-3%
CN1CCN(CCC(=O)Nc2cccc(Br)c2)CC1	0.1%	20%	0.1	52	-0.8%	-10%	0.5%	-5%	7%	0%
CCOc1ccccc1CN1CCN(Cc2[nH]c3ccccc3c2C)CC1CCO (stereo unspecified)	-1.3%	-7%	0.4	100	0.3%	0%	3.5%	-15%	-1%	-3%
CCCc1nn(-c2ccccc2)c2c1C(c1cccs1)C(C#N)=C(N)O2 (stereo unspecified)	0.5%	1%	6.8	42	0.4%	3%	0.3%	1%	5%	2%
CCOCCn1c(CN2CCN(C(c3ccccc3)c3ccccc3)CC2)nc2c1c(=O)n(C)c(=O)n2C	-0.7%	-2%	1.3	39	0.0%	-6%	1.1%	2%	3%	-1%
CCc1ccc(S(=O)(=O)N(C(=O)c2ccncc2)c2ccc(OC(=O)c3ccncc3)cc2)cc1	-1.8%	6%	-0.9	83	4.1%	-35%	0.7%	15%	?	-5%
Cc1ccc(S(N)(=O)=O)cc1NC(=O)/C=C/c1ccc2c(c1)OCO2	1.1%	-16%	0.8	41	0.2%	-8%	0.5%	10%	22%	2%
Cc1cc(SCc2ccc([N+](=O)[O-])cc2)nc(=O)[nH]1	-0.4%	31%	1.7	62	0.0%	-5%	-0.4%	9%	19%	3%
CCOC(=O)N1CCC(NC(=O)Cn2cccc2C(=O)c2ccccc2C)CC1	0.1%	-6%	-0.2	45	-0.8%	0%	0.8%	1%	16%	-5%
COc1ccc(CN2CCOCCOCCN(Cc3ccc(OC)cc3)CCOCCOCC2)cc1	-0.3%	-6%	-0.3	38	0.5%	8%	0.5%	12%	4%	3%
C/C(=N\Nc1nc(C)cc(-c2ccccc2)n1)c1ccc(O)cc1	-0.6%	-3%	1.2	39	1.6%	-5%	1.0%	?	?	30%
O=C(CCCOc1ccccc1)Nc1ccncc1	-0.1%	-3%	1.5	45	1.6%	1%	1.2%	9%	-2%	-5%
O=C(CCS(=O)(=O)c1cccc2nonc12)N1CCN(c2ccc(F)cc2)CC1	0.0%	0%	-0.2	93	0.2%	-3%	1.4%	4%	0%	4%
N/C(=N\OC(=O)CSc1ccccc1)c1ccc([N+](=O)[O-])cc1	-0.6%	0%	2.2	89	1.1%	-1%	1.8%	7%	7%	-3%
O=C(O)/C(=C\c1c(C(=O)O)[nH]c2cc(Cl)cc(Cl)c12)c1ccccc1	/	/	4.5	62	2.0%	75µM*	-1.1%	0%	9%	/
CN1C(=O)C(O)(CC(=O)/C=C\c2ccc3c(c2)OCO3)c2ccccc21 (stereo unspecified)	1.1%	13%	3.1	67	/	/	-2.0%	/	3%	3%
C(=N\N1CCN(c2ccccn2)CC1)/c1ccco1	0.4%	12%	1.7	63	1.0%	2%	0.7%	5%	12%	-4%
CSCCC(NS(=O)(=O)c1cccs1)C(=O)NCc1ccc(C)cc1 (stereo unspecified)	-1.0%	14%	4.9	57	0.5%[50 µM]	-5%	0.4%	9%	0%	2%
Cc1cccc(C(=O)Nc2nnc(S(=O)(=O)N3CCC(C)CC3)s2)c1	0.2%	32%	1.6	54	i	-4%	?	5%	11%	-1%
COC(=O)c1ccccc1NC(=O)CNc1cc(OC)c(OC)cc1C	0.6%	-9%	1.8	77	-0.2%	3%	-0.4%	23%	34%	2%
COc1ccc(CC(=O)Nc2ccc(/C(C)=N/NC(=O)c3cccc([N+](=O)[O-])c3)cc2)cc1	1.2%	30%	0.6	51	0.9%	2%	2.8%	3%	-2%	6%
CN(C(=O)CSc1nnc(Nc2ccccc2)s1)C1CCS(=O)(=O)C1 (stereo unspecified)	-0.1%	10%	0.3	103	0.0%	2%	0.1%	-7%	0%	-1%
CC(=O)/C(=N\Nc1ccccc1Cl)Sc1nnc(-c2ccccc2)n1-c1ccccc1	-0.8%	-9%	2.8	57	1.3%[50 µM]	-2%	2.8%	2%	-5%	27%
CC(=O)Nc1ccc(NC=C(C#N)C#N)cc1	0.1%	-1%	6.5	67	3.0%[50 µM]	-1%	1.2%	15%	6%	8%
COc1cc(CC(=O)OCC(=O)Nc2ncc(Cl)cc2Cl)cc(OC)c1OC	-0.2%	5%	0.0	51	0.1%	/	2.2%	8%	4%	2%
COC(=O)c1sc(N2CCN(Cc3ccccc3)CC2)nc1N	-1.6%	1%	0.5	61	0.2%	1%	13%	6%	26%	0%
O=C(NCc1ccco1)c1ccc(NC(=O)C2COc3ccccc3O2)cc1 (stereo unspecified)	0.2%	14%	-0.1	63	0.1%	-10%	3.0%	12%	1%	1%
CCOc1cc(C(=O)N[C@@H](C)C(=O)N2CCC3(CC2)NCCc2[nH]cnc23)cc(OCC)c1OCC	0.4%	-6%	0.8	39	0.1%	-6%	-0.1%	3%	5%	1%
CCCc1cc(NCCCN(C)C)n2c(nc3ccccc32)c1C#N	-1.2%	28%	0.4	75	0.4%	1%	-1.9%	15%	6%	-1%
COc1ccccc1N1CCN(C(=O)Oc2ccccc2)CC1	0.5%	-5%	-0.4	55	-0.3%	-3%	0.3%	8%	4%	-2%
CCCCCCOc1ccc(/C=N/NC(=O)C2CC2)cc1	-0.7%	-1%	2.8	66	0.0%	-4%	1.7%	5%	29%	0%
